# Assay outcomes from PubChem BioAssay.
# APP 5'UTR act – activators of APP 5'UTR luciferase reporter, primary screen, SH-SY5Y cells. activation, % at 2 µM. AID 1276, 2008. 190,000 tested, 1% active. SH-SY5Y APP 5'UTR luciferase reporter, luminescence; zero percent = DMSO vehicle wells;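 active = activation above a set limit, based on mean plus 3 SD of controls, cut at about 140% in these data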; also: values of inactives mirror those of a sister screen read the other way
# STAT3 blocker – IL-6 driven STAT3 reporter inhibitors, primary screen, U3A cells, luciferase, luminescence, MLSCN library; 190,000 tested, 0.89% active; AID 862, 2007; IL-6 STAT3-luciferase reporter; host cell line lacks STAT1; inhibition, % at 5.5 µM;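 active = inhibition above the mean inhibition across all screened compounds plus 3 SD, cut at about 44% in these data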;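 also: 0% = DMSO only wells and 100% = 100 µM nifuroxazide control wells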
# FLuc inh counter – firefly luciferase enzyme inhibitors, primary screen, artefact control for luciferase-based inhibitor screens, biochemical, luminescence, ATPLite. 200,000 tested, 1.5% active. inhibition, % at 10 µM. 10 min;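 active = inhibition above about 50% when tested at 10 µM, limit read from the data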
# Target sequence (P08659 whole entry, looked up): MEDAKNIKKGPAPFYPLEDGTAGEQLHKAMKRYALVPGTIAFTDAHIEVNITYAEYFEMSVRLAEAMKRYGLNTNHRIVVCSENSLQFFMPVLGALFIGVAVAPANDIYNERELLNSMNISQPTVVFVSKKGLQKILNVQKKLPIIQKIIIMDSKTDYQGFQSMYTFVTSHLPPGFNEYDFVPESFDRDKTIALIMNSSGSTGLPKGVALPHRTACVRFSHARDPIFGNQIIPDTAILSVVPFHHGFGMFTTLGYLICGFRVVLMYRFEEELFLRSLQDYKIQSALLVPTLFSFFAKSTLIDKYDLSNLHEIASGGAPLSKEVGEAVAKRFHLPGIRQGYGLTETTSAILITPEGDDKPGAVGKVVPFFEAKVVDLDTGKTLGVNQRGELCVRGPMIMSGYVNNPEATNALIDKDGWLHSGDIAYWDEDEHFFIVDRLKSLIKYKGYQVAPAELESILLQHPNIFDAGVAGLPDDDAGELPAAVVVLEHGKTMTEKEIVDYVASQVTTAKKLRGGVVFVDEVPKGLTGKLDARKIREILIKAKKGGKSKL
# STAT1 act – STAT1 signaling activators, primary screen, cell-based, HTS, luciferase reporter; 200,000 tested, 2.6% active; activation (% of control), % at 5.5 µM; AID 932, 2007; NIH 3T3 STAT1-luciferase reporter, IFN-gamma, luminescence; 100% = IFN-gamma alone, no compound;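 active = activation above the screen-wide mean activation plus 3 SD, cut at about 130% in these data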;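 also: raw ratio to IFN-gamma control signal so 100% means no change and 0% no light; values of inactives mirror those of a sister screen read the other way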
# ROMK mod – ROMK potassium channel modulators, primary screen, cell-based, thallium flux, MLSMR library | ATP-sensitive inward rectifier potassium channel 1 (Homo sapiens), P48048 | Tet-inducible ROMK, thallium flux fluorescence; actives lie on both sides | B-score at 10 µM | 130,000 tested, 2% active;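 active = signal ratio slope over the read window, or its plate-corrected B-score, at least 3 SD from the plate mean, either direction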;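 also: B-score of the F/F0 ratio slope over 7 to 12 s after thallium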
# Target sequence (P48048 whole entry, looked up): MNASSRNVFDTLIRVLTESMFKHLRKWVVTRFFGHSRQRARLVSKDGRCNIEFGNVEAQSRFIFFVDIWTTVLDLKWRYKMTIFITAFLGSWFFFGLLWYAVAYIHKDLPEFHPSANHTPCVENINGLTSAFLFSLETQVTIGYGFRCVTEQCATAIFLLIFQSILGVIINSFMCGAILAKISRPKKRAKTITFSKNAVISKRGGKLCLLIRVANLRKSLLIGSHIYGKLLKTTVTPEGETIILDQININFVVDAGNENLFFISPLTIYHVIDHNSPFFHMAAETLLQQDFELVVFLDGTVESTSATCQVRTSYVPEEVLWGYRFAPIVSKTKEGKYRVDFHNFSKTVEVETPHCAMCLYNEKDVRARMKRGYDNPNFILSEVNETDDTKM
# APP 5UTR inh – inhibitors of APP translation via 5'UTR reporter, primary screen, APP 5'UTR luciferase, SH-SY5Y cells; SH-SY5Y APP 5'UTR-luciferase reporter, luminescence; inhibition, % at 2 µM; 190,000 tested, 0.82% active;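 active = inhibition above a set limit, derived from the sample mean plus 3 SD, cut at about 45% in these data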; also: values of inactives mirror those of a sister screen read the other way
# FLuc stim CS – FLuc activators, initial screening, artefact control for FLuc-dependent activation tests, biochemical, ATPlite luminescence | activation factor at 10 µM | AID 1027, 2008 | ATPlite luciferase biochemical, 10 min; 0 = ATP-free wells, 1 = DMSO control | 200,000 tested, under 10 active;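 active = luciferase activation factor, scaled between plate controls, of at least 2 with compound at 10 µM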
#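 System: Luciferase/luciferin detection reagent, cell-free biochemical luciferase assay | Medium: PBS buffer for ATP | Dosing: Test compounds dosed from 2 mM stocks in 100% DMSO | Timing: 10 min at ambient temperature | Signal: Luminescence measurement of luciferase light output | Evaluation: Luciferase activation, seen as luminescence increase over controls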
# NF-kB expr up – activators of NF-kB expression in neurons, primary screen, cell-based, HTS | human neuronal cells, NF-kB reporter expression; active compounds read high | fold change at 12.5 µM | 190,000 tested, 1.6% active; in the data active = fold change above about 3.3
# STAT3 act – IL-6 driven STAT3 reporter potentiators, primary screen, U3A cells, luciferase, luminescence, MLSCN library | activation (% of control), % at 5.6 µM | IL-6 STAT3-luciferase reporter; 100% = signal with IL-6 EC80 alone | 190,000 tested, 0.91% active;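 active = activation above the screen-wide mean of compound activation plus 3 SD, cut at about 130% in these data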;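 also: 0% = background luminescence of wells with medium and substrate only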
#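 Test system: Human STAT1-deficient U3A cells with stable STAT3-luciferase reporter | Also added: Interleukin-6, 33 ng/mL | Timing: Compound pre-incubation 1 h before IL-6, then 6 h stimulation at 37 °C | Technique: Luciferase reporter luminescence | Read-out: Percent of IL-6-only median luminescence | Benchmarks: IL-6-only wells as 100% reference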
# STAT1 inh – STAT1 signaling inhibitors, primary screen, cell-based, HTS, luciferase reporter | NIH 3T3 STAT1-luciferase reporter, IFN-gamma, luminescence | inhibition, % at 5.5 µM | 200,000 tested, 0.35% active | AID 920, 2007;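 active = inhibition above a set limit, the mean inhibition across all tested compounds plus 3 SD, cut at about 34% in these data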;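 also: 0% = IFN-gamma with DMSO and 100% = IFN-gamma with 300 µM nifuroxazide; values of inactives mirror those of a sister screen read the other way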
# The depositor's hits bear a star; . = not tested or not shown.
# The line under a structure holds: APP 5'UTR act	STAT3 blocker	FLuc inh counter	STAT1 act	ROMK mod	APP 5UTR inh	FLuc stim CS	NF-kB expr up	STAT3 act	STAT1 inh
COc1ccc(-c2sc(NC(=O)c3ccc(C)cc3)nc2-c2ccc([N+](=O)[O-])cc2)cc1
→ 15	-3	-11	97	.	-15	1.1	0.92	103	4
C(=N\n1cnnc1)/c1cccc(Oc2ccccc2)c1
→ -13	8	-8	110	-1.7	13	1.1	0.94	99	-12
C=CCn1cc(-c2cccc(Cl)c2)cc(C#N)c1=O
→ 4	9	-5	98	1.5	-4	1	0.99	97	2
CCCCc1c(C)nc2ccccc2c1SCCC(=O)O
→ 3	-6	-11	103	0.17	-3	1.1	1.2	106	-4
CCOc1ccc(-c2nnn(CC(=O)NCCc3c[nH]c4ccccc34)n2)cc1
→ -4	-6	2	105	.	4	1	1.9	110	-5
CCOC(=O)c1c(NC(=O)CSc2nnc(CNc3ccc(F)cc3)o2)sc(C(C)=O)c1C
→ 3	5	-14	103	-0.48	-3	1.1	0.95	99	-3
Cc1ccc2nc(-c3ccc(NC(=O)COC(=O)c4ccc([N+](=O)[O-])o4)cc3)sc2c1
→ 106	55*	47	155*	0.049	-106	0.5	6*	55	-62
CC1(C)Cc2ccccc2-c2nnc(SCC(=O)Nc3nc4ccccc4s3)n21
→ -6	19	-1	92	.	6	1	1.1	87	8
O=C(Nc1nc(-c2ccccn2)cs1)C1CCCC1
→ 24	3	23	117	-0.48	-24	0.8	1.2	105	-21
CCOc1ccc(-n2c(Cc3ccccc3)nnc2SCc2c(C)noc2C)cc1
→ 18	3	-10	101	.	-18	1.1	0.98	100	-1
CC(=O)NC1CCC(C(=O)O)(c2ccccc2)C1 (configuration not stated)
→ -7	3	-2	93	0.02	7	1	1.1	105	8
CC(=O)c1ccc(-n2c(-c3cc(-c4ccco4)[nH]n3)n[nH]c2=S)cc1
→ -3	-4	-4	94	0.48	3	1	1.2	104	7
c1ccc(Cn2nnc3c(Nc4ccc5c(c4)OCO5)nc(C4CC4)nc32)cc1
→ -4	21	1	94	.	4	1	1	87	8
COc1ccc(C(=O)NC(=S)N(Cc2ccccc2)Cc2ccccc2)cc1
→ -1	2	1	91	.	1	1	0.74	99	10
CCN(CC)c1ccc(NC(=S)Nc2ccc(F)cc2)cc1
→ 18	-2	0	96	-1.3	-18	1	0.96	104	4
Cc1c(N=C2NC(=O)/C(=C/c3ccc(O)cc3)S2)c(=O)n(-c2ccccc2)n1C
→ 1	8	-1	100	0.41	-1	1	0.79	94	-1
CCC(=O)Nc1ccc(-c2nnc(SCC(=O)NCC3CCCO3)n2C)cc1 (configuration not stated)
→ 3	-4	-4	93	0.87	-3	1	1	99	7
Brc1ccc2oc3c(N4CCOCC4)ncnc3c2c1
→ 20	2	9	106	-0.77	-20	0.9	1.1	102	-5
Fc1ccccc1/C=N/NC(=S)Nc1ccc(Cl)cc1Cl
→ -94	13	-3	94	.	94*	1	1.2	89	7
COc1cccc(NC(=O)COC(=O)c2ccc(F)cc2F)c1
→ -2	2	0	108	-0.36	2	1	1.1	97	-8

# 3 of the entries above in order of their number in NF-kB expr up, lowest first.
SMILES | APP 5'UTR act | STAT1 act | ROMK mod | APP 5UTR inh | FLuc stim CS | NF-kB expr up | STAT3 act | STAT1 inh
Cc1c(N=C2NC(=O)/C(=C/c3ccc(O)cc3)S2)c(=O)n(-c2ccccc2)n1C | 1 | 100 | 0.41 | -1 | 1 | 0.79 | 94 | -1
Brc1ccc2oc3c(N4CCOCC4)ncnc3c2c1 | 20 | 106 | -0.77 | -20 | 0.9 | 1.1 | 102 | -5
CC(=O)c1ccc(-n2c(-c3cc(-c4ccco4)[nH]n3)n[nH]c2=S)cc1 | -3 | 94 | 0.48 | 3 | 1 | 1.2 | 104 | 7

# Continued:
# The line under a structure holds: APP 5'UTR act	STAT3 blocker	FLuc inh counter	STAT1 act	ROMK mod	APP 5UTR inh	FLuc stim CS	NF-kB expr up	STAT3 act	STAT1 inh
Cc1cc(C(=O)NC2CCCC2)on1
→ -5	-1	-1	103	.	5	1	0.99	101	-2
O=C(NCCc1ccccc1)N1CCCC(CNS(=O)(=O)Cc2ccccc2)C1 (configuration not stated)
→ 2	7	-3	97	-0.19	-2	1	1.4	99	3
COC(=O)c1cc(NC(=O)Nc2cccc(Cl)c2)ccc1Cl
→ 11	15	-1	98	.	-11	1	0.74	92	2
CC(=O)OCC(=O)N1N=C(c2ccc3ccccc3c2)CC1c1ccccc1 (configuration not stated)
→ 55	10	1	139*	-0.068	-55	1	1.5	96	-46
CSc1ccccc1C(=O)Nc1cc([N+](=O)[O-])ccc1C
→ -1	-2	-8	104	0.36	1	1.1	1.2	106	-8
O=C(C1CCCN(S(=O)(=O)c2cccc3nonc23)C1)N1CCN(c2ccccc2)CC1 (configuration not stated)
→ -9	7	-8	90	-1.8	9	1.1	0.64	100	11
COc1ccc(C(=O)C(CCCCC(CN(C)C)C(=O)c2ccc(OC)cc2)CN(C)C)cc1 (configuration not stated)
→ 21	4	-4	100	-1.8	-21	1	3	103	0
Cc1ccc2cc(CCNC(=O)C3CCCC3)c(=O)[nH]c2c1
→ 10	6	-8	110	.	-10	1.1	1	95	-14
O=C1CCc2cc(S(=O)(=O)N3CCC(C(=O)NCCC4=CCCCC4)CC3)ccc2N1
→ 8	12	-4	103	.	-8	1	1	97	-3
CCCCOC(=O)CSC1=C(C#N)C(c2cccnc2)C(C(=O)OCC)=C(c2ccccc2)N1 (configuration not stated)
→ -26	-12	-9	87	-3.4*	26	1.1	0.89	114	14

# 4 records drawn at random from the list so far:
# The line under a structure holds: APP 5'UTR act	STAT3 blocker	FLuc inh counter	STAT1 act	ROMK mod	APP 5UTR inh	FLuc stim CS	NF-kB expr up	STAT3 act	STAT1 inh
O=C1CCc2cc(S(=O)(=O)N3CCC(C(=O)NCCC4=CCCCC4)CC3)ccc2N1
→ 8	12	-4	103	.	-8	1	1	97	-3
COc1ccc(C(=O)C(CCCCC(CN(C)C)C(=O)c2ccc(OC)cc2)CN(C)C)cc1 (configuration not stated)
→ 21	4	-4	100	-1.8	-21	1	3	103	0
CSc1ccccc1C(=O)Nc1cc([N+](=O)[O-])ccc1C
→ -1	-2	-8	104	0.36	1	1.1	1.2	106	-8
COC(=O)c1cc(NC(=O)Nc2cccc(Cl)c2)ccc1Cl
→ 11	15	-1	98	.	-11	1	0.74	92	2

# Continued.
# The line under a structure holds: APP 5'UTR act	STAT3 blocker	FLuc inh counter	STAT1 act	ROMK mod	APP 5UTR inh	FLuc stim CS	NF-kB expr up	STAT3 act	STAT1 inh
CN(C)S(=O)(=O)Oc1ccsc1C(=O)Nc1ccc(C(F)(F)F)cc1
→ 5	-26	-8	81	-0.01	-5	1.1	0.95	122	20
CN(C)c1ccc(S(=O)(=O)NCC(=O)OCC(=O)Nc2cccc(Cl)c2)cc1[N+](=O)[O-]
→ 25	9	-5	98	0.44	-25	1	1.1	100	3
CC(=O)OC1OCCOC1NC(=S)NCc1ccco1 (configuration not stated)
→ -8	6	-7	103	-0.18	8	1.1	1	98	-5
CS(=O)(=O)N(CC(=O)Nc1ccccc1C(=O)NCCc1ccccc1)c1ccc2c(c1)OCCO2
→ .	-2	-5	102	-0.34	.	1.1	0.84	102	-6
Cc1cc(OCC(=O)NC(C)C)cc(C)c1Cl
→ 1	17	-7	92	.	-1	1.1	1.2	89	2
CC(Nc1ccccc1)c1cccnc1 (configuration not stated)
→ -12	-2	-3	101	0.96	12	1	1.1	105	-1
CCCCc1n[nH]c(=S)n1Cc1ccc(Cl)cc1
→ 15	5	-7	100	-0.49	-15	1.1	1.1	100	0
COc1ccc(CCNc2oc(COc3ccc(Br)cc3)nc2C#N)cc1OC
→ -10	7	-6	103	.	10	1.1	0.28	101	-3
CCN1CCN(C(=S)NCc2ccc(C)cc2)CC1
→ 14	16	-4	99	.	-14	1	1	88	1
CCN1CCN(S(=O)(=O)c2cccc3nsnc23)CC1
→ -7	3	-4	110	.	7	1	1.1	98	-10
COc1cc(NC(=S)N2CCN(C/C=C/c3ccccc3)CC2)cc(OC)c1
→ -2	5	-7	103	.	2	1.1	0.83	98	-3
O=C(NCc1cccnc1)c1c[nH]c2cc3c(cc2c1=O)OCCO3
→ 80	60*	36	95	.	-80	0.6	2	55	6
CC(=O)Nc1ccc(S(=O)(=O)Nc2c(C)n(C)n(-c3ccccc3)c2=O)cc1
→ 2	-4	-5	101	1.1	-2	1	1.1	105	-1
CCn1cc(C=O)c2cc(S(=O)(=O)N3CCOCC3)ccc21
→ 6	8	-3	99	-1.5	-6	1	1.2	96	2
Cc1cc(NC(=O)Nc2ccccc2F)ccc1Br
→ 213*	13	29	181*	-2.5	-213	0.7	6.7*	93	-93
O=C(C1=C[C@H](C2CCCCC2)C[C@H](OCCCCO)O1)N1CCN(Cc2ccc3c(c2)OCO3)CC1
→ -3	.	-4	101	.	3	1	0.79	.	0
CCCc1cc(Nc2c(C)n(C)n(-c3ccccc3)c2=O)n2c(nc3ccccc32)c1C#N
→ -4	5	0	94	.	4	1	0.97	98	7
O=C(Nc1ccc(F)cc1)c1cccnc1NCCc1ccccc1
→ 25	3	-5	102	0.39	-25	1.1	0.91	101	-2
CCCCSc1nc(SCC(=O)NCc2ccco2)c2c3c(sc2n1)COC(C)(CC)C3 (configuration not stated)
→ -7	1	-4	107	.	7	1	1.2	108	-2
C=CCSc1nnc2c(n1)OC(c1cccnc1)N(C(C)=O)c1ccccc1-2 (configuration not stated)
→ -4	2	-6	103	-0.022	4	1.1	0.98	100	-3
CN(C)c1nc(Nc2ccc(Cl)cc2)nc(OCC#N)n1
→ 0	-37	-6	87	0.3	0	1.1	0.61	136*	14
CCOC(=O)NC1(NC2CCCCC2)Oc2ccccc2O1
→ 0	1	-7	104	.	0	1.1	1.5	104	-4
C=C(C)COc1ccc2c(C)c(CC(=O)OC)c(=O)oc2c1C
→ 59	-3	29	115	.	-59	0.7	3.1	103	-16
CCOc1ccccc1Nc1nnc(C)c(=O)[nH]1
→ 9	4	-8	99	0.075	-9	1.1	0.91	99	2
CCCn1c(=N)n(CC(O)c2ccco2)c2ccccc21 (configuration not stated)
→ 9	5	-4	101	-0.5	-9	1	1.8	100	-1
O=C(O)c1ccc(COc2c(F)c(F)cc(F)c2F)o1
→ 1	-6	-6	97	.	-1	1.1	1.2	105	3
